Source: PubChem (IUPUI and University of Michigan)
ST2 inh – inhibitors of human ST2 (IL1RL1) binding to IL-33. 78,000 compounds, 2.3% hits. Q01638. AlphaLISA ST2-Fc/biotin-IL-33 interaction, 1 h. inhibition, % for hits at 17 µM. AID 1259354; in the data active = inhibition above about 30%; inconclusive = mostly about 10% to 28%
Target sequence (Q01638 whole entry, looked up): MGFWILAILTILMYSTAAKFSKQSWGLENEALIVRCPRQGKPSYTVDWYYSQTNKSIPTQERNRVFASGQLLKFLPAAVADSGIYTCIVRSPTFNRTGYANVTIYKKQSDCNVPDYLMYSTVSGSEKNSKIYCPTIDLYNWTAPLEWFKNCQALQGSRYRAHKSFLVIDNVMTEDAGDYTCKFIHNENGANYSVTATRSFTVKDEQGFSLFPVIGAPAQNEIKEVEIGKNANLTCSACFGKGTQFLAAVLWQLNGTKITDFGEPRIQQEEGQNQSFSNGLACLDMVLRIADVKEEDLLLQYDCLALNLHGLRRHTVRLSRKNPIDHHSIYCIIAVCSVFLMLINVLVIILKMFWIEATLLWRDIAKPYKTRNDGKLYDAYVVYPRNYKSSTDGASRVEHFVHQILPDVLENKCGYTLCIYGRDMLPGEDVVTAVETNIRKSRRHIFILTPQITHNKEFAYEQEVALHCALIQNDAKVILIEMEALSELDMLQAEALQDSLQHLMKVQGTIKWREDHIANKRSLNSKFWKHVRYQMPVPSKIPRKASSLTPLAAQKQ
* marks the source's active call; other numbers are inactive results; i = inactive; ? = inconclusive; ! = a repeat was not active.

entry	SMILES	ST2 inh
1	COc1ccc(C(=O)Nc2nnc(-c3ccc(F)cc3)s2)c(OC)c1	i
2	Cc1cc(C)n(CC(=O)Nc2ccc(F)c(Cl)c2)c(=O)c1C#N	?
3	COc1ccc(NC(=O)CSc2cn(CCNC(=O)c3ccccc3F)c3ccccc23)cc1	i
4	CC(=O)Cc1nsc(Nc2ccc(C)cc2C)n1	i
5	Nc1nc(-c2ccc(Cl)cc2)nc2c1c(=O)oc1ccccc12	i
6	Cc1ccc(C(=O)c2ccc(F)c(F)c2)cc1	i
7	CCN1CCN(Cc2ccc(-c3ccccc3)cc2)CC1	i
8	COc1ccc(C(CC(=O)O)c2ccc(OC)c(OC)c2)cc1OC	i
9	Cn1cc(CN2CCC(N3CCSCC3)CC2)c(-c2ccc(Oc3ccccc3)cc2)n1	?
10	Cc1ccc(C2=NN(C(=O)CCC(=O)O)C(c3ccc(Br)cc3)C2)cc1 (stereo not given)	38%*!
11	Cc1nc(CN2CCN(C(=O)c3cn(CCN4CCCCC4)nn3)CC2)cs1	i
12	CCN(CC)C(=O)C1CCCN(Cc2ccccc2Cl)C1 (stereo not given)	i
13	COC(=O)c1cc(Cl)c(NC(=O)c2ccco2)cc1OC	i
14	C=CCn1c(CSc2nc3ccccc3s2)nnc1SCC(=O)N1CCCCC1	i
15	Oc1ccccc1-c1nc(Cl)c2ccccc2n1	?
16	CNC(=O)[C@@H]1C[C@@H](N)CN1C(=O)CCc1ccc(-c2ccc(C)cc2)o1	?
17	CCN1/C(=C2\C(=O)N(c3ccccc3)N=C2C)C=Cc2ccccc21	?
18	COc1ccccc1C(=O)NC[C@@H]1C=C(C)[C@H](CC(=O)N2CCCC2)C[C@H]1C(C)C	i
19	COc1ccccc1NC(=O)CN1C(=O)CCc2cc(S(=O)(=O)N3CCCC3)ccc21	i
20	NC(=O)[C@H](Cc1ccc(O)cc1)NC(=O)C1=C[C@@H](NC(=O)c2cnccn2)[C@@H](O)[C@H](O)C1	44%*
21	CN(C)CCNC(=O)CN1C(=O)/C(=C\c2ccc(Cl)cc2)Sc2ccccc21	?
22	O=C(NCCCN1CCCC1)c1cc(-c2cccs2)nc2ccccc12	?
23	O=S(=O)(Nc1nc2ccccc2s1)c1ccccc1	i
24	O=C(NCCN1CCCCCC1)C1CCN(c2ccc(-c3cccs3)nn2)CC1	i
25	Fc1ccccc1Cc1noc(CN2CCC(Oc3ccccc3F)CC2)n1	i
26	O=C(NCC1=CCCCC1)c1ccc2c(c1)ncn2CCO	i
27	N#CC1=C(N)Oc2cc(O)ccc2C1c1ccc(Br)s1 (stereo not given)	i
28	O=c1c(-n2nnc3ccccc32)c2oc3ccccc3nc-2c2ccccc12	?
29	C#CCN(C)C(=O)c1ccc(OCC(N)=O)cc1	i
30	CC1(c2ccccc2)CC(C)(C)N(C(=O)CSC#N)c2ccccc21 (stereo not given)	i
31	COc1cccc(-n2cc(CN(C)Cc3cnc(N(C)C)nc3)cn2)c1	i
32	COc1ccc(NC(=O)CN2C(=O)CC(c3ccccc3)=Nc3ccccc32)cc1	i
33	Cc1cccc(CSC2=NCCN2C(=O)c2ccc(Br)cc2)c1	?
34	Cc1cc(C)n(-c2cccc(CN(C)C(=O)Cn3nnnc3CN3CCCC3)c2)n1	i
35	CC(C)NC[C@H](O)COc1ccc(CC(N)=O)cc1	i
36	CN[C@H](CC(=O)O)C(=O)O	i
37	CC(=O)c1ccc(NC(=O)O[C@@H]2CO[C@H]3[C@@H]2OC[C@@H]3NC(=S)Nc2cccc(C#N)c2)cc1	i
38	CCOc1ccc2nc(SC3CC(=O)N(c4ccc(OC)c(OC)c4)C3=O)sc2c1 (stereo not given)	i
39	CCc1ccc(N=Cc2cccc([N+](=O)[O-])c2O)cc1	i
40	COc1cc(C)c(CN2CCc3ccccc3C2)cc1C	i
41	C=CCSc1nnc2c(n1)OC(c1cc3c(cc1[N+](=O)[O-])OCO3)N(C(C)=O)c1ccccc1-2 (stereo not given)	i
42	Cc1nc2c(c(N(C)C)n1)CCN(C(=O)CCc1c[nH]c3ccccc13)C2	i
43	Cc1nc2c(C(=O)N(C)Cc3ccco3)c[nH]n2c(=O)c1Cc1ccccc1F	i
44	CC(O)CNc1ccc([N+](=O)[O-])c(Sc2nc3ccccc3[nH]2)c1 (stereo not given)	i
45	CCOc1ccc(NC2OC(=O)c3c2ccc(OC)c3OC)cc1 (stereo not given)	?
46	CCN(CC)C(=O)c1cc(-c2ccc(Br)cc2)nc2ccccc12	i
47	COc1ccc(NC(=O)c2oc3ccccc3c2NC(=O)C(C)Oc2ccccc2)c(OC)c1 (stereo not given)	i
48	NC1(C(=O)N2CCC(C(O)Cc3ccccc3)CC2)CC1 (stereo not given)	i
49	O=C(CCS(=O)(=O)c1ccc(Br)s1)NC1CCCCCC1	i
50	O=C(NCc1ccccc1Cl)c1ccc2c(c1)ncn2C1CCCC1	?
51	O=C(c1cccc(S(=O)(=O)N2CCOCC2)c1)N1CCc2ccccc21	i
52	COc1ccc(-c2cc(N3CCN(S(=O)(=O)c4c(C)noc4C)CC3)ncn2)cc1	i
53	CC(C)C[C@H](NC(=O)[C@@H]1C[C@@H](n2nnc(C(N)=O)c2C(N)=O)CCN1C(=O)c1cnccn1)C(N)=O	i
54	COc1ccc(-n2nc3c(c2NC(=O)C2(c4ccc(Cl)cc4)CCCC2)CS(=O)C3)cc1 (stereo not given)	i
55	Cc1cc(OCC(=O)Nc2ccccc2Cl)cc(C)c1Br	i
56	O=c1[nH]nc(SCc2ccccc2)c(=O)[nH]1	i
57	COC(=O)[C@@H]1Cc2ncn(C(C)C)c2CN1S(=O)(=O)Cc1ccccc1	i
58	CC(=O)NCCc1c(C(=O)O)[nH]c2ccc(C(C)=O)cc12	i
59	O=C(NCC(F)(F)C(F)F)c1cccnc1	i
60	CC(=O)c1cccc(NC(=O)COc2ccccc2)c1	i

Arranged by SMILES length (largest number first): some entries from above
entry	SMILES	ST2 inh
47	COc1ccc(NC(=O)c2oc3ccccc3c2NC(=O)C(C)Oc2ccccc2)c(OC)c1 (stereo not given)	i
3	COc1ccc(NC(=O)CSc2cn(CCNC(=O)c3ccccc3F)c3ccccc23)cc1	i
38	CCOc1ccc2nc(SC3CC(=O)N(c4ccc(OC)c(OC)c4)C3=O)sc2c1 (stereo not given)	i
17	CCN1/C(=C2\C(=O)N(c3ccccc3)N=C2C)C=Cc2ccccc21	?
58	CC(=O)NCCc1c(C(=O)O)[nH]c2ccc(C(C)=O)cc12	i
48	NC1(C(=O)N2CCC(C(O)Cc3ccccc3)CC2)CC1 (stereo not given)	i

Following part
entry	SMILES	ST2 inh
61	CS(=O)(=O)Nc1ccc(Cl)cc1C(=O)c1ccccc1	i
62	COc1cc(Cl)c(CN(C)CC2CCN(Cc3ccc(C)o3)CC2)cc1OC	?
63	Cc1cc(N2CCC(C)CC2)nc2ccc(NC(=O)C3CC3)cc12	i
64	O=C(CSc1ccc(Cl)cc1)N1CCOCC1	i
65	COc1ccc(Nc2cc(C)nc(Nc3ccc(NC(=O)c4ccc(C)c(C)c4)cc3)n2)cc1	?
66	CCN(Cc1ccc(OC)cc1)C(=O)c1ccc(-n2cnnc2)cc1	i
67	Cc1ccccc1C1Nc2ccc3ncccc3c2C2=C1C(=O)CC(C)(C)C2 (stereo not given)	i
68	CN(C)/C=C1\C(=O)N(c2ccc([N+](=O)[O-])cc2)N=C1c1ccccc1	?
69	COc1cccc(-c2cc(N3CCN(S(=O)(=O)c4ccc(C)cc4C)CC3)ncn2)c1	i
70	COc1ccc(CN2C[C@H](O)C[C@H]2c2nc(CS(=O)(=O)c3ccc(F)cc3)no2)cc1	?
71	CCc1cc2c(N3CCN(c4ccccn4)CC3)ncnc2s1	i
72	Cc1ccc(OCCn2nc3ccccc3n2)c(C)c1	i
73	C=CCn1c(=O)[nH]c2cc(C(=O)N3CCc4ccccc4C3)ccc2c1=O	i
74	Nc1nonc1-c1noc(COc2ccc(I)cc2)n1	i
75	CC(=O)c1ccc(NC(=O)O[C@@H]2CO[C@H]3[C@@H]2OC[C@@H]3NS(=O)(=O)c2ccc(Cl)cc2)cc1	i
76	CCN(C(=O)Cc1ccc(F)cc1)c1ccccc1	i
77	Cc1ccc2c(c1)c(C(=O)N1CCC(O)(CN(C)C)C1)nn2C (stereo not given)	?
78	CC(=O)N1N=C(c2ccc(Br)cc2)CC1c1ccc2ncccc2c1 (stereo not given)	i
79	CCC(C)NC(=O)c1cn(CC)c2ccc(S(=O)(=O)N3CCc4ccccc4C3)cc2c1=O (stereo not given)	i
80	Fc1ccc(CN2CCCCCCC2)cc1F	i
81	Cc1[nH]nc(SCC(=O)NCCCN2CCOCC2)c1[N+](=O)[O-]	i
82	CC(C)N(C(=O)C1CCCCC1C(=O)O)C(C)C (stereo not given)	?
83	COc1ccc2oc(=O)c(C(=O)Nc3ccc(NC(C)=O)cc3)cc2c1	i
84	COC(=O)c1sc2ccccc2c1NC(=O)c1ccccc1Br	i
85	O=C(CN1CCCN(Cc2ccccc2)S1(=O)=O)NCc1ccc(F)cc1	i
86	Cn1cccc1C(=O)N[C@H]1CCN2C(=O)N(c3cccc(F)c3)C(=O)[C@@H]2C1	i
87	CCOC(=O)C12CC1/C(=N\O)c1ccccc1O2 (stereo not given)	i
88	CNC(=O)C1CCC(Cn2c(=O)c3sccc3n(CC(=O)NC(C)C)c2=O)CC1 (stereo not given)	i
89	NCCc1nc(N(Cc2ccccn2)CC2CCCO2)c2ccccc2n1 (stereo not given)	?
90	COc1ccccc1N1C(=O)CC(N2CCN(c3ccc([N+](=O)[O-])cc3)CC2)C1=O (stereo not given)	i
91	Cc1cc(C)cc(N(C(=O)c2ccc(C(C)(C)C)cc2)C2C=CS(=O)(=O)C2)c1 (stereo not given)	i
92	O=C(CSc1nc2ncccc2[nH]1)Nc1ccc(F)cc1	?
93	COc1ccc(Cn2c(CNC(=O)c3ccc(F)cc3)nc3cccnc32)cc1	?
94	NS(=O)(=O)c1ccc(CCNC(=O)CCc2nnc3c(=O)n(-c4cccc(F)c4)ccn23)cc1	i
95	CCOc1c(NC2CC2)c(=O)c1=O	i
96	COc1cc(C)c(CN(C)C2CCN(C)CC2)cc1C	i
97	Cc1ccccc1NC(=O)CC(Cc1ccccc1)C1CCOC(C)(C)C1 (stereo not given)	?
98	O=C(c1ccc(Cl)cc1)N1CCCc2ccccc21	i
99	COC1(C)C(O)C(=O)C(C)=C(Oc2cc(C)cc(O)c2C)C1O (stereo not given)	?
100	Cc1cc(N2CCC(C)CC2)nc2ccc(NC(=O)CCC(=O)NCC3CCCO3)cc12 (stereo not given)	i
101	O=C(O)c1cc2n(n1)CCN(C(=O)c1ccc(Oc3ccccc3)o1)C2	i
102	CC(=O)N(CN1C(=O)c2ccc(Br)cc2C1=O)c1cccc(C(=O)O)c1	45%*
103	CCN(CC)C(=O)Cn1cnc2sc(C(=O)Nc3ccc(C)c(F)c3)c(C)c2c1=O	i
104	COC(=O)[C@@H]1CCCN1C(=O)c1c(OC)cc(=O)n2c1CCN(C(=O)C#Cc1ccccc1)CC2	i
105	CCOC(=O)C1C(=O)C=C(c2ccc(F)cc2)CC1c1cccc(OC)c1OC (stereo not given)	i
106	COc1cc2c(cc1CN1CCN(Cc3ncccc3C)CC1)OCO2	i
107	CCC(=O)Nc1c(C(=O)Nc2ccc(F)cc2)oc2ccccc12	i
108	CN1CC2(CCCN(C(=O)c3cc(=O)[nH]c4ccc(F)cc34)CC2)OC1=O (stereo not given)	?
109	CCc1ccc(S(=O)(=O)Nc2ccc(Cl)cn2)cc1	i
110	CN(Cc1sc2ccccc2c1Cl)c1ncnc2c1CCNC2	?
111	CCOc1ccc(-n2c(SCc3ccccc3)nc3c(c2=O)SCC3)cc1	i
112	COc1ccc2[nH]c(C)c(C(=O)CN(C)C)c2c1	i
113	CS(=O)(=O)N(CC(=O)Nc1cccnc1)c1cc(Cl)cc(Cl)c1	i
114	COc1ccc(S(=O)(=O)N2CCC(N(C)C(C)C)CC2)cc1	i
115	CCOC(=O)c1ccc(Nc2nnc(C)c(=O)[nH]2)cc1	i
116	COc1ccc2[nH]cc(CCNC(=O)CCSS(=O)(=O)O)c2c1	i
117	COc1ccc(Cc2c(Cl)nc(SC)nc2Cl)cc1	?
118	O=C(COc1ccccc1)Nc1ccccc1Cl	i
119	CC(=O)N1CCN(c2nc(-c3ccccc3)c3cc(Cl)ccc3n2)CC1	i
120	O=C(c1cccs1)N1N=C(c2cccs2)CC1c1cccc([N+](=O)[O-])c1 (stereo not given)	?

(cont.)
entry	SMILES	ST2 inh
121	O=c1c2oc3ccccc3c2ncn1Cc1ccc(Br)cc1	i
122	Cc1csc2ncc(C(=O)Nc3ccccc3F)c(=O)n12	i
123	O=C(C1CCC(=O)N(C2CC2)C1)N1CCC(O)(c2cccc(C(F)(F)F)c2)CC1 (stereo not given)	i
124	c1cnn(-c2cc(N3CCC(n4cc(-c5ccsc5)nn4)CC3)ncn2)c1	i
125	Cc1ccc(-c2nnc(-c3nc(N4CCCCCC4)c4ccccc4n3)o2)cc1	?
126	COc1ccccc1C(=O)C1CCCN(C(=O)Cc2cc(OC)c(OC)c(OC)c2)C1 (stereo not given)	i
127	COc1ccc(C(=O)N2CCN(C(=O)c3cn(CCc4ccccc4)nn3)CC2)cc1	?
128	COc1ccc(NC(NC(=O)c2cccs2)C(Cl)(Cl)Cl)cc1 (stereo not given)	?
129	Cn1cc(CN2CCc3ccccc3C2)c2ccccc21	i
130	CC(C)NC(=O)C[C@@H]1O[C@H](CNC(=O)c2ccc(N(C)C)cc2)[C@@H](O)[C@H]1O	i
131	CN(Cc1cccnc1)C(=O)c1ccc(CSc2ncccn2)o1	i
132	COc1ccc2c([N+](=O)[O-])c(Cl)[nH]c2c1	i
133	CCn1c(C2CCN(C(=O)c3nc4c(C)cccn4c3F)CC2)n[nH]c1=O	i
134	Cc1nn(C(=O)c2sc3ccccc3c2Cl)c(C)c1Cl	?
135	COc1cc2c(C(=O)N(C)CCc3ccccn3)cn(CC(C)C)c(=O)c2cc1OC	i

Exported with each value named: 2 of the compounds above
#69 COc1cccc(-c2cc(N3CCN(S(=O)(=O)c4ccc(C)cc4C)CC3)ncn2)c1
  ST2 inh: i
#70 COc1ccc(CN2C[C@H](O)C[C@H]2c2nc(CS(=O)(=O)c3ccc(F)cc3)no2)cc1
  ST2 inh: ?

A portion of the library; rates above refer to the full screens.
